# KinaseGlo FLuc: Kinase-Glo luciferase inhibition (counter-screen); Q27757; Kinase-Glo luciferase, ATP luminescence, 8 min; Potency, µM (highest dose often 38.3 µM), inactives show at the highest dose activity change, negative = inhibition, hits mostly inhibitors; 0.28% of 200,000 active; AID 1379; note: potency is the fitted concentration of half-maximal effect; % is set by controls: 0 for no effect and ±100 for the full control effect; nearly all actives have a fitted effect of over 60% in size
#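 Compounds were added to a substrate mix at pH 7.2 (50 mM imidazole, 10 uM ATP, within the enzyme's linear range), followed by Kinase-Glo detection reagent; luminescence was measured after 8 minutes at ambient temperature.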
# IMPase Li inh: cell-permeable IMPase inhibitors with lithium potentiation; CHO-M1 cells, IP1 TR-FRET (IP-One), carbachol + lithium; Potency, µM (highest dose often 59.4 µM), without a hit: top-dose activity, negative = IMPase inhibition, hits mostly inhibitors; 0.35% of 210,000 active; AID 1457;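 note: IP1 builds up when IMPase is blocked and the TR-FRET signal falls; potency is the fitted concentration of half-maximal effect; plate controls were basal vehicle for no effect and high inhibitor control for full effect; nearly all actives have a fitted effect of over 50% in size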
#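 CHO cells stably expressing M1 receptor (2000/well) were cultured 16–30 h, then exposed to compounds with a small lithium addition for 30 min at 37C. IP1 was measured by TR-FRET competition; AC50 from Hill fits.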
# LMNA splice mod: LMNA splicing modulation. AID 1487. HeLa LMNA splicing GFP/RFP minigene ratio, 48 h. Potency, µM (doses to about 46.1 µM), for the others: at the top dose ratio change, negative = inhibition, actives largely listed as inhibitors. 0.01% of 200,000 active; active = well fitted inhibition curve with a large enough effect in the signal ratio, with a control signal flat, not every such curve was filed as active; inconclusive = small, poorly fitted or top-dose-only effect, or effect the other way, or a change in a side signal; the % refers to the signal ratio; note: potency is the fitted concentration of half-maximal effect; % is set by controls: 0 for no effect and ±100 for the full control effect
#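 Read-out is the ratio of GFP to DsRed2 object intensity, acquired by 488 nm laser-scanning cytometry on HeLa lamin A-EGFP minigene reporter cells. Compound incubation 48 hrs at 37 °C in Opti-MEM with 2% FBS; DMSO 0.5% final.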
# NPSR antag: antagonists of human neuropeptide S receptor cAMP signaling; 1% of 220,000 active; Q6W5P4; Potency, µM (highest dose often 38.3 µM), without a hit: top-dose activity change, negative = inhibition, actives largely listed as inhibitors; CHO-NPSR cells, cAMP TR-FRET, antagonist mode; note: potency is the fitted concentration of half-maximal effect; % is set by controls: 0 for no effect and ±100 for the full control effect; nearly all actives have a fitted effect of over 50% in size; many of its hits are not listed in these tables
# Target sequence (Q6W5P4 whole entry, looked up): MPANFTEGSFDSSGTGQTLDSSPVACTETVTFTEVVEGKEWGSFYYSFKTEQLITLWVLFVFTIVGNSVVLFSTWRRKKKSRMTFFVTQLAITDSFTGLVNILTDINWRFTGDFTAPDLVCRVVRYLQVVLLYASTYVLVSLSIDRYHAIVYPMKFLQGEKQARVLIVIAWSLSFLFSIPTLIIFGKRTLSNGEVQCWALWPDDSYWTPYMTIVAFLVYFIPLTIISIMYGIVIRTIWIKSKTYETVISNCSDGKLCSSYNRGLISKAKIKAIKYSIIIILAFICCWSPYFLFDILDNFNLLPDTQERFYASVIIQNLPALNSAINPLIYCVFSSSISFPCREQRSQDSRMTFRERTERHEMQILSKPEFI
# aGal spleen mod: inhibitors or activators of human alpha-galactosidase in spleen homogenate; human spleen homogenate, 4MU-alpha-Gal fluorescence, 40 min; 0.008% of 240,000 active; P06280; Potency, µM (top dose mostly 80 µM), for the others: at the highest dose activity change, negative = inhibition, usual class: inhibitors;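 note: potency is the fitted concentration of half-maximal effect; 0% = enzyme with vehicle and -100% = no enzyme basal signal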
#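 Spleen homogenate 1 ug + cpd (titration) + 4-MU-alpha-D-galactopyranoside 1 mM; 37C 40 min; 50 mM citrate/phosphate pH 5.0, 0.01% Tween-20; stop pH 10; fluorescence 365/440; AC50 via Hill.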
# CBFb RUNX1 block: blocks binding between human CBF-beta and RUNX1 | 230,000 tested, under 10 active | Potency, µM (titrated, usually from 59.8 µM), for inactives: at the highest dose activity, negative = inhibition, most hits filed as inhibitors | Q01196+Q13951 | AlphaScreen CBFb-His/RUNX1-biotin binding, biochemical; note: % of control where 0% means no effect
# Target sequence (Q01196 whole entry, looked up): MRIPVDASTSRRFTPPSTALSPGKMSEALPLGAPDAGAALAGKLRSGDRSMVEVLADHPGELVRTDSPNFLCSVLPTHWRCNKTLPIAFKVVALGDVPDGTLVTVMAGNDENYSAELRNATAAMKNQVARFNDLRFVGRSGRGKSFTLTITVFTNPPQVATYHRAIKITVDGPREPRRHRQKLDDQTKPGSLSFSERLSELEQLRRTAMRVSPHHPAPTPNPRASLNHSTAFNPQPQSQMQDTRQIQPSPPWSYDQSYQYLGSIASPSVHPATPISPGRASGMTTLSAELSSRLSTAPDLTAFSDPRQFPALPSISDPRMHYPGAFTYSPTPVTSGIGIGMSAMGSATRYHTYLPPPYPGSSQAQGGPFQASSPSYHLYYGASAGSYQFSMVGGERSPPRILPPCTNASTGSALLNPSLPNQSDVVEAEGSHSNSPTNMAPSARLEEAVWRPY
# Target sequence (Q13951 whole entry, looked up): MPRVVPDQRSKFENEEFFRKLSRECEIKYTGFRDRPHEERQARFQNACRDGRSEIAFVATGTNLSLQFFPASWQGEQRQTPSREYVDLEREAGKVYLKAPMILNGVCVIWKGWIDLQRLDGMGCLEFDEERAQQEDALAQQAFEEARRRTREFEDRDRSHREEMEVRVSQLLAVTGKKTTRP
#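 AlphaScreen binding: CBFb-His and RUNX1-biotin (30 nM each) preincubated 20 min, compound added for 15 min, then nickel and streptavidin beads for 90 min, all at room temperature. Disruption of the interaction by any mechanism counts as activity.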
# Epigenetic reg: epigenetic control regulation, reporter derepression; 0.2% of 280,000 active; AID 1865; murine LDR cells, GFP reporter derepression, 30 h; Potency, µM (highest dose often 53.9 µM), for the others: at the highest dose GFP activation, actives largely listed as activators; note: potency is the fitted concentration of half-maximal effect; % of control where 0% means no effect; nearly all actives have a fitted effect of over 60% in size
#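 Derepression of a silenced CMV-GFP reporter in murine LDR cells is scored by enumerating GFP-positive cells with a laser-scanning microplate cytometer after 30 hours of treatment at 37 C.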
# * = called active by the depositor; ? = inconclusive; nt = not tested or not shown; [ ] = another dose, or the depositor's remark. Unless noted, calls come from the whole dose curve; as a rule, active = well fitted curve in the direction sought with a large enough effect; inconclusive = small, poorly fitted or top-dose-only effect, or another doubt; inactive = no such curve, though single readings can be large; an effect the other way counts as inactive or inconclusive. The list is partial; the hit share may differ from the screen's.
1. COc1cccc(CC(NC(C)=O)C(=O)NC2CCN(S(=O)(=O)c3ccc(C)cc3)CC2)c1OC (configuration not stated)
2. COc1ccc(C2C(C(=O)Nc3ccccc3)=C(C)N=C3SCC(=O)N32)cc1 (configuration not stated)
3. C=CCOc1c(Br)cc(/C=N/NC(N)=O)cc1OC
4. C/C(=C1/SC(N2CC(C)OC(C)C2)=NC1=O)c1ccccc1 (configuration not stated)
5. COc1ccc(O[C@H]2C=C[C@@H](c3ccccc3)O[C@H]2COC(=O)CC/C(C)=N\O[C@@H](C)CN2CCCc3nc(C)c(C)cc32)cc1
6. Cc1onc(-c2ccc(Cl)cc2Cl)c1-c1csc(COc2ccccc2)n1
7. Nc1nc2n(n1)C(c1cccs1)CC(c1ccccc1)N2 (configuration not stated)
8. Oc1ccc(/C=C/c2ccnc3ccccc23)cc1
Assay by compound	1	2	3	4	5	6	7	8
KinaseGlo FLuc	1%	0%	-1%	17%	nt	nt	-1%	3%
IMPase Li inh	0%	2%	-7%	-1%[38.3 µM]	nt	nt	-11%[38.3 µM]	0%
LMNA splice mod	8%[46 µM]	-6%	4%	9%	nt	nt	9%	?
NPSR antag	-2%	-5%[46.1 µM]	26%	-18%[46.1 µM]	nt	?	-10%[46.1 µM]	-28%
aGal spleen mod	-5%	4%	0%	-10%	-2%[17.5 µM]	3%	4%	-2%
CBFb RUNX1 block	4%	0%	1%	2%	4%[13.1 µM]	?	14%	2%
Epigenetic reg	-1.1%	-0.8%	-1.0%	-0.2%	0.0%[10.1 µM]	0.0%	4.8%	7.9%

# Exported with tabs: part of the list above.
entry	structure	KinaseGlo FLuc	IMPase Li inh	LMNA splice mod	NPSR antag	aGal spleen mod	CBFb RUNX1 block	Epigenetic reg
3	C=CCOc1c(Br)cc(/C=N/NC(N)=O)cc1OC	-1%	-7%	4%	26%	0%	1%	-1.0%
8	Oc1ccc(/C=C/c2ccnc3ccccc23)cc1	3%	0%	?	-28%	-2%	2%	7.9%

# Next part
9. NNC(=O)c1csc(COc2cc(Cl)cc(Cl)c2)n1
10. CCSC(=Nc1ccccc1)C1=C(O)COC1=O
11. CCOC(=O)c1ccc(CSc2nncn2N)o1
12. O=C(CCNS(=O)(=O)c1cccc2nonc12)NCCc1ccc(Cl)cc1
13. COC/C=C/C1=CC2=CC(=O)C(C)(OC(=O)c3cnc4ccccc4n3)C(=O)C2=CO1 (configuration not stated)
14. O=C(NCCCN1CCOCC1)c1cn(-c2ccccc2)nc1-c1cccs1
15. COc1ccc(OC)c(CCNC(=O)CS(=O)(=O)Cc2nc(-c3ccccc3C)oc2C)c1
16. C=CCNC(=O)c1onc(CSc2cccc3ccccc23)c1C(=O)O
Assay by compound	9	10	11	12	13	14	15	16
KinaseGlo FLuc	nt	8%	5%	4%	-2%	2%	1%	-2%
IMPase Li inh	nt	5%[38.3 µM]	-5%[38.3 µM]	20%[38.3 µM]	15%	16%[38.3 µM]	7%[38.3 µM]	5%[38.3 µM]
LMNA splice mod	nt	-5%	8%	-11%	nt	2%	4%	?
NPSR antag	12%	1%[46.1 µM]	-22%[46.1 µM]	-16%[46.1 µM]	nt	0%[46.1 µM]	-29%[46.1 µM]	?
aGal spleen mod	-1%	3%	-6%	-1%	-8%	-1%	9%	3%
CBFb RUNX1 block	2%	2%	8%	-1%	5%	4%	0%	-1%
Epigenetic reg	1.1%	-2.0%	1.4%	1.2%	?	0.8%	-3.1%	-1.8%

17. O=C1Nc2ccc(S(=O)(=O)NCc3ccccn3)c3cccc1c23
18. O=C(CSc1nnc(NC(=O)c2ccco2)s1)Nc1ccc2c(c1)OCCO2
19. COc1cc(OC)cc(C(=O)NNC(=O)Cc2ccc(OC)c(S(=O)(=O)N3CCOCC3)c2)c1
20. COc1ccc(-c2noc(C3CCCN(C(=O)c4ccccc4OC)C3)n2)cc1OC (configuration not stated)
21. CCOc1cc(/C=N/NC(=O)CSc2cccc3cccnc23)ccc1O
22. Cc1cc(O)c(/C=N/Nc2cccc(Cl)c2)c(=O)o1
23. CCC(=O)Nc1nc2ccc(S(C)(=O)=O)cc2s1
24. CCOc1ccc(CN2CCN(Cc3cccc4nonc34)CC2CCO)cc1 (configuration not stated)
Assay by compound	17	18	19	20	21	22	23	24
KinaseGlo FLuc	0%	-3%	0%	-9%	1%	-1%	2%	nt
IMPase Li inh	10%[38.3 µM]	-4%	-4%	0%[38.3 µM]	12%	31%[activator][38.3 µM]	-2%	3%
LMNA splice mod	24%	-12%[46 µM]	-14%	14%	?	16%	-5%	nt
NPSR antag	-8%[46.1 µM]	-3%	-6%[46.1 µM]	-27%[46.1 µM]	3%	-14%[46.1 µM]	-12%[46.1 µM]	6%
aGal spleen mod	7%	8%	0%	-11%	2%	-4%	-1%	7%
CBFb RUNX1 block	2%	6%	1%	2%	0%	-3%	-4%	5%
Epigenetic reg	-0.2%	-2.8%	1.3%	-0.7%	-0.4%	-1.2%	-0.8%	1.1%

# Just NPSR antag, CBFb RUNX1 block and LMNA splice mod (3 entries from above):
cpd	SMILES	NPSR antag	CBFb RUNX1 block	LMNA splice mod
18	O=C(CSc1nnc(NC(=O)c2ccco2)s1)Nc1ccc2c(c1)OCCO2	-3%	6%	-12%[46 µM]
19	COc1cc(OC)cc(C(=O)NNC(=O)Cc2ccc(OC)c(S(=O)(=O)N3CCOCC3)c2)c1	-6%[46.1 µM]	1%	-14%
20	COc1ccc(-c2noc(C3CCCN(C(=O)c4ccccc4OC)C3)n2)cc1OC (configuration not stated)	-27%[46.1 µM]	2%	14%

# Other compounds
25. O=C(CCc1ccccc1)Nc1nncs1
26. CCOC(=O)c1nc(NCc2cccc(OC)c2)c2ccccc2n1
27. Cc1cccc(C2=N[C@@H](CC(C)C)CO2)c1
28. CCc1nnc(NC(=O)CCC(=O)N2CCN(C3c4ccccc4-c4ccccc43)CC2)s1
29. Cc1ccnc(NC(=O)c2sc3ccccc3c2Cl)c1
30. COCCNC(=S)N(c1ccccc1)C(C)C
31. O=C(Cn1c(SCC(=O)N2CCc3ccccc3C2)nc2ccccc21)NC1CCCC1
32. CN1C2=NCCN2C(=O)c2ccccc21
Assay by compound	25	26	27	28	29	30	31	32
KinaseGlo FLuc	-2%	-3%	-9%[39.9 µM]	-2%	-17%	2%	-2%	1%
IMPase Li inh	-23%[38.3 µM]	3%	-1%	-1%	?	4%	-6%[38.3 µM]	21%[38.3 µM]
LMNA splice mod	6%	nt	nt	4%	?	?	-7%	1%
NPSR antag	10%[46.1 µM]	2%	nt	-1%	-43%	21%	-24%[46.1 µM]	-1%[46.1 µM]
aGal spleen mod	-2%	-2%	0%[181 µM]	1%	1%	0%	0%	17%
CBFb RUNX1 block	2%	-12%	4%[136 µM]	4%	8%	10%	-4%	5%
Epigenetic reg	2.8%	-2.3%	-1.0%[96.6 µM]	0.0%	2.2%	0.1%	0.3%	0.1%

# 3 entries out of the list above, arranged by the value under IMPase Li inh, low to high.
no.	compound	IMPase Li inh
1	COc1cccc(CC(NC(C)=O)C(=O)NC2CCN(S(=O)(=O)c3ccc(C)cc3)CC2)c1OC (configuration not stated)	0%
24	CCOc1ccc(CN2CCN(Cc3cccc4nonc34)CC2CCO)cc1 (configuration not stated)	3%
21	CCOc1cc(/C=N/NC(=O)CSc2cccc3cccnc23)ccc1O	12%

# The list continues.
33. COc1ccccc1NC(=S)N(Cc1ccco1)Cc1cc2ccc(C)c(C)c2[nH]c1=O
34. O=C1CS/C(=N\N=C\c2ccco2)N1c1ccccc1
35. COc1ccc(CCC(=O)Nc2nc3c(s2)CN(C)CC3)cc1OC
36. CC(=O)c1ccccc1OCC(O)CN1CCN(CCN2C(=O)c3cccc4cccc(c34)C2=O)CC1 (configuration not stated)
37. CC(C)(C)c1ccc(-c2nc(C#N)c(NCCCn3ccnc3)o2)cc1
38. CC(=O)Oc1ccccc1C(=O)Oc1ccc(/C=N/n2cnnc2)cc1
39. CSc1ncnc2c1cnn2-c1ccc(C)cc1C
40. Cc1cccc(OCC(=O)N/N=C\c2cn(C)c3ccccc23)c1
Assay by compound	33	34	35	36	37	38	39	40
KinaseGlo FLuc	0%	nt	-2%	1%	nt	2%	2%	-7%
IMPase Li inh	-1%	nt	-13%[38.3 µM]	26%	nt	-6%[38.3 µM]	1%	30%
LMNA splice mod	?	nt	3%	nt	nt	2%	-10%[9.22 µM]	?
NPSR antag	8%	7%	-7%[46.1 µM]	-15%	?	-12%[46.1 µM]	-28%	19%
aGal spleen mod	-16%	-10%	-9%	3%	-5%	-2%	-11%	-3%
CBFb RUNX1 block	-25%	-22%	-2%	-1%	-29%	5%	9%	0%
Epigenetic reg	1.5%	-4.1%	0.0%	0.9%	1.3%	0.7%	-1.7%	6.7%

41. O=C(c1cccc(S(=O)(=O)NCCOc2ccccc2)c1)N1CCN(c2ncccn2)CC1
42. Cc1ccc(S(=O)(=O)N(c2nc(N(C)C)nc(N(C)C)n2)n2cnnc2)cc1
43. COc1ccccc1NC(=O)c1ccc(S(=O)(=O)N2CCOCC2)cc1
44. COc1ccc(C)cc1NC(=S)N1CCN(c2ncccn2)CC1
45. NC1=NC(c2ccc(Br)cc2)n2c(nc3ccccc32)N1 (configuration not stated)
46. O=C(c1ccco1)N1N=C(c2ccc(Cl)cc2)CC1(O)C(F)(F)F (configuration not stated)
47. CC(/C=C/c1ccccc1)=N\NC(=O)Cn1cncn1
48. COCC(C)NCc1ccccc1C (configuration not stated)
49. Cn1c(SCC(=O)Nc2cccc(S(=O)(=O)NC3=NCCCCC3)c2)nnc1-c1ccncc1
50. CC(=O)Nc1nc(C)nc(C)c1C(C)=O
Assay by compound	41	42	43	44	45	46	47	48	49	50
KinaseGlo FLuc	1%	3%	-2%	1%	1%	2%	nt	-4%	2%	1%
IMPase Li inh	17%[38.3 µM]	37%[activator][38.3 µM]	-9%[38.3 µM]	-1%	34%[activator][38.3 µM]	8%	nt	3%[38.3 µM]	2%	10%[38.3 µM]
LMNA splice mod	?	3%	-1%	-9%[46 µM]	-15%	-10%[46 µM]	nt	2%	-7%[46 µM]	-15%
NPSR antag	-10%[46.1 µM]	-21%[46.1 µM]	-8%[46.1 µM]	9%	-10%[46.1 µM]	-24%	-1%	0%[46.1 µM]	11%	19%[46.1 µM]
aGal spleen mod	14%	0%	3%	5%	2%	-4%	-2%	4%	-3%	-2%
CBFb RUNX1 block	0%	1%	-10%	-1%	-4%	?	5%	5%	2%	4%
Epigenetic reg	0.4%	0.0%	-1.8%	-0.1%	-14%	-1.4%	-1.1%	1.0%	-3.4%	0.0%

# From PubChem
